# Assay outcomes (PubChem BioAssay)
# EBV LMP1 NFkB: EBV LMP1-driven NF-kappaB luciferase reporter inhibitors, primary screen, cell-based, luminescence, single point. inhibition, % at 12.5 µM. hit rate 0.69% among 350,000. LMP1-induced NF-kappaB luciferase reporter cells; in the data active = inhibition above about 41%;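 also: 0% = neutral control wells and 100% = reference inhibitor control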
# Shn3 3UTR inh: reduction of Shn3 3'UTR firefly luciferase signal, primary screen, Schnurri-3 inhibitor project, cell-based, Clone20 osteoblasts, set 2; Clone20 osteoblast Shn3 3'UTR firefly luciferase, 24 h; inhibition, % at 12.5 µM; hit rate 0.52% among 360,000;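 active = mean inhibition of at least 75% with every replicate also reaching 75%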;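 also: 0% = median of neutral control wells and 100% = pilot-screen positive control compound; some compounds past the cut are filed as inactive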
# MITF TRPM1 inh: inhibitors of MITF-dependent TRPM1 promoter reporter, primary screen, cell-based, SK-MEL-5, single point, luciferase; SK-MEL-5 TRPM1 promoter luciferase, 24 h; hit rate 0.83% among 330,000; inhibition, % at 12.5 µM; AID 488899, 2010;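 active = mean inhibition across replicates of 60% or more, whatever share of single replicates reaches that level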; also: values of inactives mirror those of a sister screen read the other way
# NR2E3 ag-1: inhibitors of NR2E3-RetCOR corepressor binding, primary screen, NR2E3 agonist project, biochemical, TR-FRET, GST-NR2E3, biotin-RetCOR. Photoreceptor-specific nuclear receptor (Homo sapiens), Q9Y5X4. 1536-well. inhibition of corepressor binding, % at 4.78 µM. hit rate 0.12% among 320,000. AID 2300, 2010;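 active = percent inhibition above the cutoff of mean plus 3 SD of all tested compounds, set per screening campaign, cut at about 20% in these data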;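 also: 0% = DMSO wells and 100% = biotin wells as full block of FRET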
# Target sequence (Q9Y5X4 whole entry, looked up): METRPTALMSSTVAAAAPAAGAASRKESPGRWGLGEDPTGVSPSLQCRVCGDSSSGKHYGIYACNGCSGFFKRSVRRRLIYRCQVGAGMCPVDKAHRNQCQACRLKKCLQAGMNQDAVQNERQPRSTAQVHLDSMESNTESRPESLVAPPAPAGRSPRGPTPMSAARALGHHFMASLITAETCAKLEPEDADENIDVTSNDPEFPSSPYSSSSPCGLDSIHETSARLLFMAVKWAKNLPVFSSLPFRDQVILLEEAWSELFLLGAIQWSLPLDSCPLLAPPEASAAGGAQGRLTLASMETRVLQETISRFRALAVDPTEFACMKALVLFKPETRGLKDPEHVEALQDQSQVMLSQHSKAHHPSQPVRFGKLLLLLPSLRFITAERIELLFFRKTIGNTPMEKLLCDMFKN
#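 Material: NR2E3–RetCOR corepressor complex | Quantity: 1.35 nM GST-tagged NR2E3 final | Schedule: 5 h at 4 °C | Replication: Singlicate compound wells | Reagent: RetCOR corepressor, biotinylated, 7 nM | Controls: Biotin wells as high control, 0.6% DMSO wells as low control | Signal: TR-FRET, Eu(K)-anti-GST donor, streptavidin-D2 acceptor, ex 340, em 617/671 nm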
# KKLEB cytotox: cytotoxicity in KKLEB CF airway cells, primary screen, cytotoxicity control for CF NF-kB inhibitor project, cell-based, uHTS, fluorescence assay plates. KKLEB CF airway cells viability, ATPlite luminescence, overnight; stronger effect = lower value; cells stimulated with P. aeruginosa culture filtrate. hit rate 0.36% among 360,000. activity change (cytotoxicity), % at 5 µM;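 active = corrected activity change at or below -50% at 5 µM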
# iPSC survival up: enhancers of single-cell hiPSC survival, primary screen, ATPlite luminescence; 100% = ROCK inhibitor wells, 0% = DMSO; survival enhancement, % at 20 µM; hit rate 0.044% among 360,000; AID 602274, 2012; in the data active = survival enhancement above about 18%;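 also: cells exposed to compounds for 16 hours before the ATP read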
# CF NFkB block: inhibitors of PAF-induced NF-kB signaling, primary screen, cell-based, GFP fluorescence, uHTS; KKLEB NF-kB-GFP reporter, GFP fluorescence overnight; inhibition, % at 5 µM; hit rate 0.86% among 360,000; AID 588850, 2011;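 active = at least 50% inhibition at 5 µM, scaled per plate between neutral and stimulator controls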;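 also: PAF is a Pseudomonas aeruginosa culture filtrate used as stimulus; plate controls were PAF-stimulated DMSO wells for no effect and unstimulated DMSO wells for full effect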
# HIF-2a inh: HIF-2a reporter inhibitors, primary screen, luminescence, 786-0 RCC cells. 786-0 RCC cells HIF-2a reporter, luciferase luminescence, overnight. AID 624352, 2012. hit rate 0.72% among 360,000. inhibition, % at 18.8 µM;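 active = inhibition of the luminescence signal of 40% or more relative to plate controls, in a single-dose primary screen at 18.75 µM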
# Peg3 promoter: Peg3 promoter-driven luciferase inhibitors, primary screen, cell-based, HeLa, luciferase luminescence. HeLa PEG-Prom luciferase reporter, overnight. inhibition, % at 20 µM. hit rate 1.7% among 360,000. AID 588405, 2011;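 active = inhibition of at least 50% at 20 µM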
# TRAIL sens C8: viability loss with TRAIL in NB7+C8 cells, primary screen, TRAIL sensitizer project, cell-based, ATPlite luminescence. inhibition (viability loss, TRAIL sensitization), % at 10 µM. hit rate 1% among 360,000;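 active = compounds causing at least 50% loss of cell viability in the single-dose screen, relative to plate controls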
# NR2E3 ag-2: NR2E3 agonists in two-hybrid cells, primary screen, cell-based, luminescence, CHO-S, Gal4-NCOR/VP16-NR2E3; inhibition of corepressor binding, % at 3.98 µM; AID 602229, 2012; luciferase; hit rate 0.35% among 360,000;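 active = inhibition above the mean of all tested compounds plus 3 SD, cut at about 70% in these data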;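 also: 0% = DMSO with NR2E3 transfected cells and 100% = cells lacking NR2E3 construct; higher means lower luciferase signal from less NR2E3 corepressor binding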
# * hit, by the source's call; . = not tested or not shown. Some of the compounds tested; rates above refer to the full screens.
# Start of the listing, in advance:
SMILES,EBV LMP1 NFkB,Shn3 3UTR inh,MITF TRPM1 inh,NR2E3 ag-1,KKLEB cytotox,iPSC survival up,CF NFkB block,HIF-2a inh,Peg3 promoter,TRAIL sens C8,NR2E3 ag-2
O=C(CC1(O)C(=O)N(Cc2ccccc2Cl)c2ccccc21)c1ccco1 (centres undefined),3,17,-2,1,-4,-3.1,4,6,28,-1,-22
CNS(=O)(=O)c1cccc(C(=O)NCC(C)(C)N2CCCCC2)c1,-8,-8,-4,1,-2,0.7,5,13,10,5,13
CCN(C(=O)COC(=O)c1cc(S(=O)(=O)N2CCOCC2)c(Cl)cc1Cl)C1CCS(=O)(=O)C1 (centres undefined),9,-4,2,2,-4,0.8,10,5,2,12,16
CC1CCN(S(=O)(=O)c2cc(C(=O)Nc3ccccn3)ccc2Br)CC1,0,4,11,-2,9,-0.4,2,-4,2,13,0

# The listing, previewed entries included:
SMILES,EBV LMP1 NFkB,Shn3 3UTR inh,MITF TRPM1 inh,NR2E3 ag-1,KKLEB cytotox,iPSC survival up,CF NFkB block,HIF-2a inh,Peg3 promoter,TRAIL sens C8,NR2E3 ag-2
O=C(CC1(O)C(=O)N(Cc2ccccc2Cl)c2ccccc21)c1ccco1 (centres undefined),3,17,-2,1,-4,-3.1,4,6,28,-1,-22
CNS(=O)(=O)c1cccc(C(=O)NCC(C)(C)N2CCCCC2)c1,-8,-8,-4,1,-2,0.7,5,13,10,5,13
CCN(C(=O)COC(=O)c1cc(S(=O)(=O)N2CCOCC2)c(Cl)cc1Cl)C1CCS(=O)(=O)C1 (centres undefined),9,-4,2,2,-4,0.8,10,5,2,12,16
CC1CCN(S(=O)(=O)c2cc(C(=O)Nc3ccccn3)ccc2Br)CC1,0,4,11,-2,9,-0.4,2,-4,2,13,0
Cc1cc(-c2nnc(CCC(=O)N(C)CCc3ccccc3)o2)no1,-6,-28,-5,3,3,2.5,-4,-75,-53,-14,-13
COc1cc(CNCCNC(=O)c2nonc2N)ccc1OCc1ccc(Cl)cc1,-4,82,-7,4,-5,-0.8,11,-45,88*,12,-10
COc1ccccc1OC(=O)c1ccc(SC)cc1OC,0,-6,-7,2,-10,-1.7,4,-42,-31,-12,33
CCOc1ccccc1NS(=O)(=O)c1c[nH]c(C(=O)OC)c1,-8,0,12,2,7,3.9,-5,16,21,8,8
CN(Cc1cn(-c2ccccc2)nc1-c1ccc(Cl)cc1)C(=O)CCC(=O)O,2,10,-7,2,9,5.9,-8,8,21,-7,-7
CCCCCC[n+]1ccccc1/C=C/c1ccc(N(C)C)cc1,.,76,.,.,-23,-4.9,-228,-80,31,46,88*
CCCCC(=O)OCC(=O)c1[nH]c(C)c(C(C)=O)c1C,-3,-21,-23,-3,5,0.7,10,16,-16,-1,-8
O=C(NCc1ccncc1)c1cc(C(=O)C2CCCCC2)c[nH]1,-3,-25,9,-4,-12,0.2,-3,10,20,-13,4
COc1cc2c(cc1OC)C1=C(C#N)CC/C(=N\S(=O)(=O)c3ccccc3)N1CC2,-1,15,.,3,-14,4.3,22,-2,17,-13,19
CN1CCCN(C(=O)c2cccc3ccccc23)CC1,3,9,2,3,-5,-0.6,6,18,16,-4,-13
O=C(/C=C/c1ccc2c(c1)OCO2)N1CCN(c2n[nH]c(=O)[nH]c2=O)CC1,-4,7,-2,-5,-10,-0.6,14,14,5,2,-9
CCSc1ccc([C@@H]2[C@H]3C(=O)N(CC)C(=O)[C@H]3[C@]3(C(=O)OC)CCCCN23)cc1OC,0,14,7,.,-5,-1.6,26,5,15,-31,-19
C/C(=N\NC(=S)NC1CCCCC1)c1ccccc1,-2,1,12,-2,0,-0.6,10,-117,-153,14,55
O=C1CN(C(=O)c2ccccc2)C(c2ccccc2)c2cc(Cl)ccc2N1 (centres undefined),1,14,-10,4,-7,-0.5,-9,22,12,-1,10
Cc1cccc(OCCOC(=O)C2CCN(S(=O)(=O)c3cccs3)CC2)c1,2,12,7,-2,8,3.7,-10,14,-3,-8,-32
Cc1cccc(N2CCN(C(=O)CC(NC(=O)c3ccccc3)c3ccccc3)CC2C)c1 (centres undefined),-7,-32,59,3,-13,-1.9,16,19,19,-6,-34

# Two compounds drawn at random from those above, as already listed:
SMILES,EBV LMP1 NFkB,Shn3 3UTR inh,MITF TRPM1 inh,NR2E3 ag-1,KKLEB cytotox,iPSC survival up,CF NFkB block,HIF-2a inh,Peg3 promoter,TRAIL sens C8,NR2E3 ag-2
COc1cc2c(cc1OC)C1=C(C#N)CC/C(=N\S(=O)(=O)c3ccccc3)N1CC2,-1,15,.,3,-14,4.3,22,-2,17,-13,19
CCN(C(=O)COC(=O)c1cc(S(=O)(=O)N2CCOCC2)c(Cl)cc1Cl)C1CCS(=O)(=O)C1 (centres undefined),9,-4,2,2,-4,0.8,10,5,2,12,16

# Remaining list, next part
SMILES,EBV LMP1 NFkB,Shn3 3UTR inh,MITF TRPM1 inh,NR2E3 ag-1,KKLEB cytotox,iPSC survival up,CF NFkB block,HIF-2a inh,Peg3 promoter,TRAIL sens C8,NR2E3 ag-2
COC(=O)[C@H](Cc1ccc(O)cc1)NCCCn1cnc(C(=O)Nc2ccc(C)c(C)c2)n1,-5,-5,6,.,19,0.7,-13,-12,2,-2,-23
CN1CCN(C(=O)c2cc3c(c(-c4cccc(C#CC(C)(C)O)c4)n2)[C@@H](CCO)N(S(=O)C(C)(C)C)C3)CC1 (some centres undefined),.,9,.,.,-5,-2.4,20,5,13,3,-13
O=C(NN1C(=O)c2ccccc2NC1c1ccc([N+](=O)[O-])o1)c1ccc([N+](=O)[O-])cc1 (centres undefined),-4,7,32,1,8,8.0,-4,7,14,-3,-4
S=c1[nH]nc(-c2ccccn2)n1/N=C/c1ccccc1,2,-15,2,1,1,0.0,27,10,10,1,-19
CC(C)NC(=O)OCc1c(COC(=O)NC(C)C)c([N+](=O)[O-])n2c1CCC2,.,14,.,.,10,0.3,-35,6,-6,7,-1
O=C(Nc1ccc2c(c1)CCC2)c1cccc(F)c1,-16,-49,-83,3,5,-0.2,-23,-245,-262,18,-131
CC(=O)CSc1nnc(-c2cnccn2)n1-c1ccccc1,-8,-15,-20,.,0,-1.9,-1,12,7,-10,-6
CC1(Oc2cccc(C#N)c2)CCN(Cc2ccccc2OC(F)F)C1 (centres undefined),.,36,.,.,-8,-1.0,-1,-2,-2,-5,-30
O=[N+]([O-])c1cccc2cnccc12,-1,26,6,.,-9,-1.2,6,10,-6,-2,31
Cc1nc(-c2ccccc2)nc2n[nH]c(N)c12,-1,-14,-1,0,20,-0.6,-8,-68,-48,0,-1
COc1ccc(S(=O)(=O)Nc2cccc3c2O[C@H](CN(C)CC2CC2)[C@@H](C)CN([C@H](C)CO)C3=O)cc1,1,-3,1,.,14,0.2,-18,6,-8,-11,28
COc1cccc(Nc2nc3ccccc3n3cnnc23)c1,-1,-37,-56,0,-9,0.0,-31,-114,-70,-9,-49
COC(=O)CCCC(=O)N(C)CC1CCCN(CCc2ccccc2C)C1 (centres undefined),6,-14,12,-2,2,3.6,-14,16,16,-1,-2
COc1ccc(CC(=O)Nc2ccc(S(=O)(=O)Nc3nc(C)cc(C)n3)cc2)cc1,0,8,2,1,3,1.1,4,10,20,3,5
CN(C)c1ccc(NC(=O)c2ccc([N+](=O)[O-])cc2Cl)cc1,-12,-100,-26,-2,3,-2.2,-7,-173,-175,34,-86
CC1CC(C)(C)NC(=S)N1CCC(=O)N1CCN(c2ccccc2)CC1 (centres undefined),-4,-2,1,4,9,1.3,5,16,17,4,-7
CC(C)c1ccc(NC2CCCN(C(=O)c3cccc4nccnc34)C2)cc1 (centres undefined),1,1,7,6,2,-0.6,-10,0,5,-14,2
Cc1ccc(C(OCCN(C)C)c2cccc(C(F)(F)F)c2)cc1 (centres undefined),-4,-6,-2,3,5,-2.2,10,1,-4,-12,-50
CCSc1nnc(NC(=O)NC2CCCCC2)s1,-20,-29,-74,1,0,-0.3,14,-188,-155,2,-45
COCCOC(=O)c1c(C)oc2ccc(OC(=O)c3ccco3)cc12,1,-14,-24,4,10,-0.6,-8,-6,-80,-8,-36
O=C(CCCCN1CCCCC1)c1ccc2c(c1)Cc1ccccc1-2,-25,58,1,-2,-13,-0.4,8,-3,22,31,19
CN1CCN(C(=O)c2cnn(-c3ccccc3)c2NC(=O)c2ccccc2)CC1,-5,7,-5,3,20,-1.3,-8,6,7,-1,-37
N=c1n(CC(=O)c2ccc([N+](=O)[O-])cc2)c2ccccc2n1Cc1ccccc1Cl,-16,6,79*,-2,-9,-1.6,5,9,85*,18,-4
c1coc(-c2nnc(-c3ccco3)nn2)c1,-16,-58,-30,9,3,0.1,-4,-43,-57,1,-9
C[C@@H]1CC=C[C@H]2[C@H]1C(=O)N(Cc1ccccc1)[C@H]2c1ccc2ccccc2c1/C=C/c1ccccc1,4,34,-2,-1,-10,0.9,47,10,10,15,-4
COc1cccc(OCCNC(=O)Nc2cc(F)c(F)cc2Cl)c1,-2,25,-3,2,-10,-0.6,2,11,11,0,9
CC(=O)c1cc2c(cc1N(C(=O)Cn1nnc3ccccc31)C(C(=O)NCCC(C)C)c1cccnc1)OCO2 (centres undefined),5,-7,2,-3,2,0.1,-4,7,-5,-12,-10
CCC(=O)OCc1c(C(F)(F)F)nn(C)c1Oc1cccc(C(F)(F)F)c1,3,-1,-8,-2,8,1.5,3,13,-5,-19,2
CC1=CC(C)C2C(=O)N(CCCN(C)C)C(=O)C2C1 (centres undefined),3,-14,2,0,11,1.1,-3,9,3,-8,0

# Exported as tab-separated lines: entries from further up.
structure	EBV LMP1 NFkB	Shn3 3UTR inh	MITF TRPM1 inh	NR2E3 ag-1	KKLEB cytotox	iPSC survival up	CF NFkB block	HIF-2a inh	Peg3 promoter	TRAIL sens C8	NR2E3 ag-2
C[C@@H]1CC=C[C@H]2[C@H]1C(=O)N(Cc1ccccc1)[C@H]2c1ccc2ccccc2c1/C=C/c1ccccc1	4	34	-2	-1	-10	0.9	47	10	10	15	-4
COc1cccc(OCCNC(=O)Nc2cc(F)c(F)cc2Cl)c1	-2	25	-3	2	-10	-0.6	2	11	11	0	9
CC(=O)c1cc2c(cc1N(C(=O)Cn1nnc3ccccc31)C(C(=O)NCCC(C)C)c1cccnc1)OCO2 (centres undefined)	5	-7	2	-3	2	0.1	-4	7	-5	-12	-10
